RGS8-Gao reg = human RGS8-Galphao interaction regulation; P09471; multiplexed bead flow cytometry, RGS8-Galphao binding; actives lie on both sides; response (percent of control binding), % at 10 µM; hit rate 0.34% among 220,000; AID 1423; in the data active = response below about 60% or above about 140%; inactive = in between;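 note: Galphao activated as the GDP aluminium fluoride complex binding bead-coupled RGS8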
Target sequence (P09471 whole entry, looked up): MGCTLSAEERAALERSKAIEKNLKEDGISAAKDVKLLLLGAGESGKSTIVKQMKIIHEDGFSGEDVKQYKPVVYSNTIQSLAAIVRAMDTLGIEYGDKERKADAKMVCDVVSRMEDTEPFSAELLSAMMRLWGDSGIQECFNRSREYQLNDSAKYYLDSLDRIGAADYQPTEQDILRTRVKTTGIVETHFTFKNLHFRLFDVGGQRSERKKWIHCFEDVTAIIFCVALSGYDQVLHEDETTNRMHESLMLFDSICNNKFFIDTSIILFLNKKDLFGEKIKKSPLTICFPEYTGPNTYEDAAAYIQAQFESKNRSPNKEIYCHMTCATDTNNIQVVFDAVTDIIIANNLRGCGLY
RGS7-Gao reg = regulators of human RGS7-Galphao interaction. P09471. Multiplexed bead flow cytometry, RGS7-Galphao binding; actives lie on both sides. binding response (% of control), % at 10 µM. hit rate 0.35% among 220,000. AID 1439; in the data active = binding response below about 49% or above about 150%; inconclusive = no clear call, values can overlap the other calls; inactive = in between;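 note: fluorescent Galphao held in activated GDP-AlF4 state binding bead-coupled RGS7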
RGS4-Gao reg = human RGS4-Galphao interaction regulation. AID 1415. Multiplexed bead flow cytometry, RGS4-Galphao binding; actives lie on both sides. binding response (% of control), % at 10 µM. hit rate 0.33% among 220,000; in the data active = binding response below about 49% or above about 150%; inactive = in between;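 note: fluorescent Galphao activated with aluminum fluoride binding bead-coupled RGS4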
* marks the source's active call; other numbers are inactive results; ? = inconclusive; / = no result given. An excerpt; the hit share may differ from the screen's.

item	canonical_smiles	RGS8-Gao reg	RGS7-Gao reg	RGS4-Gao reg
1	CC(C)n1ncc2c(C(=O)O)cc(C3CC3)nc21	102	?	105
2	Cc1ccc(O)c(-c2cc(C(=O)Nc3ccc(S(=O)(=O)Nc4nccc(C)n4)cc3)[nH]n2)c1	99	?	102
3	COc1ccccc1-c1nn(Cc2ccccc2)cc1/C=C/C(=O)O	108	?	110
4	CCOC(=O)c1c(Nc2ccccc2OCCOC)n[nH]c1C	85	/	68
5	Cc1ccc(/C(O)=C/c2nc3cc(C)ccc3oc2=O)cc1	99	?	102
6	C=CCNC(=S)Nc1c(C(=O)OC)[nH]c2cc(OC)ccc12	98	?	99
7	Cc1ccc(F)cc1NC(=O)N1CCCN(c2ccc(C(F)(F)F)cn2)CC1	100	?	101
8	COCc1cc(=O)[nH]c(/N=C(\N)Nc2ccc(Cl)c(Cl)c2)n1	98	?	106
9	Cc1cc(C)cc(N(CC(=O)NC2CCC(C)CC2)S(=O)(=O)c2c(C)[nH]c(=O)[nH]c2=O)c1 (stereo unspecified)	106	?	106
10	Cc1ccc(N2CC(=O)Nc3c(oc4nc(-c5ccccc5)cc(C)c34)C2=O)cc1	99	?	99
11	CN(C)c1ccc(/C=C2\C(=N)N3C(=NC2=O)Sc2cc(S(C)(=O)=O)ccc23)cc1	102	?	106
12	O=C(c1ccc2c(c1)OCO2)N1CCC2(CC1)Oc1ccc(F)cc1C(=O)C21CC(c2cccnc2)=NO1 (stereo unspecified)	99	?	99

Carrying on:
item	canonical_smiles	RGS8-Gao reg	RGS7-Gao reg	RGS4-Gao reg
13	CC1CCC/C=C/C(=O)c2c(O)cc(O)cc2CC(=O)O1 (stereo unspecified)	102	?	103
14	CC1CCCCC1NC(=O)c1ccc(S(=O)(=O)NNC(=O)c2ccncc2)cc1 (stereo unspecified)	94	?	99
15	CCN1CCN(c2nc(Nc3cc(OC)ccc3OC)nc(Nc3cc(OC)ccc3OC)n2)CC1	100	?	101
16	Cc1ccc(OCC(=O)N(Cc2cccs2)C2CCS(=O)(=O)C2)cc1C (stereo unspecified)	99	?	101
17	CCOC(=O)CC1(c2ccc(OC)c(OC)c2)C(=O)c2ccccc2C1=O	99	?	101
18	CCCNC(=O)Nc1cc(S(=O)(=O)CC)ccc1O	101	?	101
19	Cc1ccc(/C=C2\S/C(=N/S(=O)(=O)c3cccs3)NC2=O)cc1	108	?	110
20	Cc1ccc(NC(=O)C(=Cc2ccc(C(=O)O)cc2)C(=O)Nc2ccc(C)cc2C)c(C)c1	89	?	76
21	CCN1CCN(Cc2ccc(NC(=O)c3ccc(C)c(NC(=O)c4ccnnc4)c3)cc2C(F)(F)F)CC1	101	?	100
22	Cc1ccc(S(=O)(=O)N2CCOCC2)cc1C(=O)NC(=S)N1CC(C)OC(C)C1 (stereo unspecified)	104	?	111
23	COCc1cc(=O)[nH]c(SCCS(=O)(=O)c2ccc(C)cc2)n1	96	?	90
24	Cc1ccc(S(=O)(=O)/C(C#N)=C/c2c(N3CCCCC3)nc3ccccn3c2=O)cc1	100	?	99

15 entries from above, with one line to a screen:
7	Cc1ccc(F)cc1NC(=O)N1CCCN(c2ccc(C(F)(F)F)cn2)CC1
8	COCc1cc(=O)[nH]c(/N=C(\N)Nc2ccc(Cl)c(Cl)c2)n1
9	Cc1cc(C)cc(N(CC(=O)NC2CCC(C)CC2)S(=O)(=O)c2c(C)[nH]c(=O)[nH]c2=O)c1 (stereo unspecified)
10	Cc1ccc(N2CC(=O)Nc3c(oc4nc(-c5ccccc5)cc(C)c34)C2=O)cc1
11	CN(C)c1ccc(/C=C2\C(=N)N3C(=NC2=O)Sc2cc(S(C)(=O)=O)ccc23)cc1
12	O=C(c1ccc2c(c1)OCO2)N1CCC2(CC1)Oc1ccc(F)cc1C(=O)C21CC(c2cccnc2)=NO1 (stereo unspecified)
13	CC1CCC/C=C/C(=O)c2c(O)cc(O)cc2CC(=O)O1 (stereo unspecified)
14	CC1CCCCC1NC(=O)c1ccc(S(=O)(=O)NNC(=O)c2ccncc2)cc1 (stereo unspecified)
15	CCN1CCN(c2nc(Nc3cc(OC)ccc3OC)nc(Nc3cc(OC)ccc3OC)n2)CC1
16	Cc1ccc(OCC(=O)N(Cc2cccs2)C2CCS(=O)(=O)C2)cc1C (stereo unspecified)

| entry no. | 7 | 8 | 9 | 10 | 11 | 12 | 13 | 14 | 15 | 16 |
| --- | --- | --- | --- | --- | --- | --- | --- | --- | --- | --- |
| RGS8-Gao reg | 100 | 98 | 106 | 99 | 102 | 99 | 102 | 94 | 100 | 99 |
| RGS7-Gao reg | ? | ? | ? | ? | ? | ? | ? | ? | ? | ? |
| RGS4-Gao reg | 101 | 106 | 106 | 99 | 106 | 99 | 103 | 99 | 101 | 101 |

17	CCOC(=O)CC1(c2ccc(OC)c(OC)c2)C(=O)c2ccccc2C1=O
18	CCCNC(=O)Nc1cc(S(=O)(=O)CC)ccc1O
19	Cc1ccc(/C=C2\S/C(=N/S(=O)(=O)c3cccs3)NC2=O)cc1
20	Cc1ccc(NC(=O)C(=Cc2ccc(C(=O)O)cc2)C(=O)Nc2ccc(C)cc2C)c(C)c1
21	CCN1CCN(Cc2ccc(NC(=O)c3ccc(C)c(NC(=O)c4ccnnc4)c3)cc2C(F)(F)F)CC1

| entry no. | 17 | 18 | 19 | 20 | 21 |
| --- | --- | --- | --- | --- | --- |
| RGS8-Gao reg | 99 | 101 | 108 | 89 | 101 |
| RGS7-Gao reg | ? | ? | ? | ? | ? |
| RGS4-Gao reg | 101 | 101 | 110 | 76 | 100 |

Continued.
item	canonical_smiles	RGS8-Gao reg	RGS7-Gao reg	RGS4-Gao reg
25	COC(=O)c1cccc(NS(C)(=O)=O)c1	94	?	92
26	Cc1cc(C)n(C2CC(=O)N(c3ccc(Cl)c(Cl)c3)C2=O)n1 (stereo unspecified)	104	?	109
27	CCC(=O)Nc1cccc(C2=NOC3(C2)C[C@@H](C(N)=O)N(C(=O)C(c2ccccc2)c2ccccc2)C3)c1 (stereo partly specified)	106	?	107
28	O=C(c1ccc(=O)oc1)N1CCC(C(O)(c2ccccc2)c2ccccc2)CC1	97	?	100
29	CC(C)Oc1ccc(C(=O)NC(Cc2c[nH]c3ccccc23)C(=O)NN)cc1 (stereo unspecified)	100	?	101
30	O=C(c1ccccc1)c1ccccc1N1C(=O)C=CC1=O	81	?	99
31	C=CCn1c(SCc2nc3sc(C(=O)O)c(C)c3c(=O)[nH]2)nnc1-c1ccc(C(C)(C)C)cc1	101	?	98
32	Cc1cc(Cc2ccc(N)c(C)c2)ccc1N	98	?	101
33	CC(C)(C)S(=O)(=O)c1cnc(-c2ccc(Cl)cc2)nc1N	102	?	101
34	O=C(/C=C/c1cccnc1)c1ccc(O)cc1	98	?	98
35	COc1ccc(NC(=O)c2cc(C)n(Cc3cccs3)c2C)cc1	98	?	96
36	O=C(NCc1ccc(F)cc1)C(Cc1ccccc1)n1cccc1 (stereo unspecified)	104	?	105

More structures follow.
item	canonical_smiles	RGS8-Gao reg	RGS7-Gao reg	RGS4-Gao reg
37	Nc1nc[nH]c(=O)c1N=Cc1ccccc1	100	?	96
38	CC(C#Cc1c([C@@H](C)Oc2ccccc2)nnn1Cc1ccccc1)Oc1ccccc1 (stereo partly specified)	98	?	95
39	N#Cc1cc2c([nH]c1=O)CCCC2	102	?	106
40	COc1cc(/C=C/CO)cc(OC)c1OC/C=C(\C)CCC=C(C)C	109	?	110
41	COc1ccc([C@H]2CC(=O)c3c(O)cc(O)cc3O2)cc1O	97	?	96
42	Cc1cc2nc(CO)[nH]c2cc1C	100	?	95
43	COc1ccc(CN(Cc2cccn2C)S(=O)(=O)c2ccc(F)cc2)cc1	102	?	103
44	CNC(=O)N/N=C(\N)c1ccccn1	99	?	92
45	COC(=O)c1cc2c(cc1Cl)N1CCCCCC1=NS2(=O)=O	98	?	95
46	O=C(c1nc(SCc2ccc([N+](=O)[O-])cc2)n2ccccc12)C(F)(F)F	101	?	104
47	CCOC(=O)NC(=O)c1cn(Nc2ncc(Cl)cc2C(F)(F)F)c(=O)[nH]c1=O	102	?	103
48	O=C(Nc1ccc(O)c2c(=O)cc(-c3ccccc3Cl)oc12)c1ccc(Cl)c(Cl)c1	91	?	89

(further entries)
item	canonical_smiles	RGS8-Gao reg	RGS7-Gao reg	RGS4-Gao reg
49	Cc1nnc(SCc2cccc3ccccc23)s1	101	?	104
50	O=C(O)CNC(=O)/C(=C\c1cccc([N+](=O)[O-])c1)NC(=O)c1ccco1	103	?	101
51	CCCSc1ncccc1C(=O)O	101	?	100
52	CN(Cc1cccs1)C(=O)c1ccc(S(=O)(=O)NCc2ccco2)cc1	99	?	100
53	Cc1ccc(/C(O)=C/C(=O)C(=O)NC23CC4CC(CC(C4)C2)C3)cc1	100	?	96
54	CC(C)C1/C(=N/O)CC(c2ccccc2)NC1c1ccccc1 (stereo unspecified)	103	?	101
55	COc1cc(/C=C/C(=O)O)cc(S(=O)(=O)Nc2ccc3nc(C)sc3c2)c1OC	100	?	100
56	O=C(c1ccoc1)N1CCC2(CC1)Oc1ccc(Cl)cc1C(=O)C21CC(c2ccc(Cl)cc2)=NO1 (stereo unspecified)	96	?	95
57	O=C(Nc1ccccc1[N+](=O)[O-])c1cc2ccccc2nc1Cl	98	?	101
58	CCOC(=O)COc1cccc2c(=O)n(CC(N)=O)ccc12	106	?	104
59	Cc1ccc2oc(=O)n(CC(=O)OCCC(C)C)c2c1	101	?	103
60	Cc1cc(=O)[nH]c(-c2cccs2)n1	102	?	99

(list continues)
item	canonical_smiles	RGS8-Gao reg	RGS7-Gao reg	RGS4-Gao reg
61	Cn1c(=O)c2c(SCC(=O)Nc3nccs3)nc(C3CC3)nc2n(C)c1=O	99	?	95
62	CO[C@H]1C[C@@H]2CC[C@@H](C)[C@@](O)(O2)C(=O)C(=O)N2CCCC[C@H]2C(=O)O[C@H]([C@H](C)C[C@@H]2CC[C@@H](O)[C@H](OC)C2)CC(=O)[C@H](C)C=C(C)[C@@H](O)[C@@H](OC)C(=O)[C@H](C)C[C@H](C)C=CC=CC=C1C	101	?	107
63	Nc1nc2nonc2nc1N	98	?	96
64	COc1ccc(OC)c(/C=N/NC(=O)c2cc3c(OC)cccc3[nH]2)c1	96	?	91
65	O=C(/C=C/c1ccc([N+](=O)[O-])cc1)c1cccs1	97	?	100
66	CC1CC(CCN)(c2ccccc2)C(C)CN1C (stereo unspecified)	100	?	100
67	Cc1cc(NC(=O)CN2CCCCC2)n(-c2ccccc2)n1	99	?	103
68	O=C(Nc1ccc(Cl)cc1Cl)NC1CCN(S(=O)(=O)c2ccc(F)cc2)CC1	99	?	98
69	O=C(CN1CCN(Cc2ccccc2)CC1)N1CCN(c2ccccc2)CC1	102	?	109
70	O=C(Cc1cccc2ccccc12)N1CC[C@@]2(O)CCCC[C@H]2C1	100	?	97
71	Cc1ccc(C(=O)NC2CCCCNC2=O)cc1C (stereo unspecified)	97	?	95
72	O=C(c1ccccc1)[C@@H]1[C@@H]2C(=O)N(c3ccc(F)cc3)C(=O)[C@@H]2C2CCCN21 (stereo partly specified)	96	?	94

(more compounds)
item	canonical_smiles	RGS8-Gao reg	RGS7-Gao reg	RGS4-Gao reg
73	O=C1CS/C(=N\NC(=O)c2ccccc2)N1	103	?	104
74	Cc1cc(/C=C(\C#N)C(=O)O)c(C)n1CCC(C)C	102	?	105
75	CCCC1=[N+](CC(=O)c2ccc(Br)cc2)CCn2cccc21	101	?	102
76	Cc1nnc(Sc2cc(C(=O)NCCCOC(C)C)c3ccccc3n2)s1	102	?	103
77	NS(=O)(=O)c1ccc(CNC(=O)/C=C/c2ccc(S(=O)(=O)N3CCOCC3)cc2)cc1	103	?	102
78	CC(C)(C)c1ccc(N=C2SCC(=O)N2Cc2cccs2)cc1	103	?	100
79	CCOC(=O)/C(C#N)=C/c1cc2cc(C)c(C)cc2nc1Cl	105	?	105
80	Clc1ccc(-c2nnc3n2-c2ccccc2SC3)cc1	101	?	101
81	Cc1cccc2cc(/C=N/NC(=O)c3ccncc3)c(Cl)nc12	97	?	88
82	O=C(O)c1ccccc1-c1ccccc1C(=O)Nc1ccc2c(c1)[nH]c(=O)c1ccccc12	103	?	100
83	CN(C)C(=O)C12CCC(C)(C(=O)C1Br)C2(C)C (stereo unspecified)	95	?	88
84	COc1cc(CCCN2C(=O)C(=O)NC[C@@H]2C(C)O)cc(OC)c1OC (stereo partly specified)	98	?	100

Remaining list, next part
item	canonical_smiles	RGS8-Gao reg	RGS7-Gao reg	RGS4-Gao reg
85	CC1CC(C)CN(C(=S)SCc2nc(N)nc(Nc3ccccc3)n2)C1 (stereo unspecified)	101	?	98
86	COc1ccc(-n2c(SCC(=O)N3CCOCC3)nnc2C(C)N2CCCCC2)cc1 (stereo unspecified)	103	?	100
87	COc1ccc(CCNC(=O)C(=O)NCC2CCNCC2)cc1OC	90	?	86
88	COc1ccc(NC(=S)N(CCN(C)C)C(C)c2ccncc2)cc1Cl (stereo unspecified)	98	?	102
89	O=C(O)CNS(=O)(=O)Cc1ccccc1	97	?	99
90	Fc1cccc(/C=C2\CCCC3=C2NC(=S)NC3c2cccc(F)c2)c1 (stereo unspecified)	94	?	99
91	O=C(NCc1cccnc1)C1CCC(c2ccc(Cl)cc2)CC1 (stereo unspecified)	104	?	106
92	Cc1ccc(C(=O)N/N=C/c2ccc(-c3cccc(C(F)(F)F)c3)o2)cn1	101	?	98
93	O=S(=O)(CCN1CCN(c2ccccn2)CC1)c1ccc(Cl)cc1Cl	102	?	107
94	S=c1[nH]nc(-c2ccc(Cl)cc2)n1/N=C/c1ccco1	99	?	95
95	COC(=O)C1=C(C(=O)OC)[C@@H]2N(Cc3ccccc3)c3ccccc3[C@@]23C[C@@H](C(=O)OC)N(C(C)=O)C3=N1	102	?	103

Source: PubChem BioAssay (NMMLSC)
